High-throughput results deposited in PubChem by several laboratories.
NPY2 pot ag: human NPY-Y2 potentiation or agonism, primary screen | cells expressing NPY-Y2, potentiator/agonist read-out | activation, % at 3.6 µM | AID 1359 | 220,000 compounds, 0.45% hits; in the data active means activation above about 27%;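 further: cells stimulated with NPY near EC25 plus isoproterenol at EC100; 0% = vehicle plus submaximal agonist and 100% = vehicle plus saturating agonist; some results beyond the cut were filed as inactive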
Hck-Nef inh: blocks Nef-activated human Hck kinase; Recombinant Hck-YEEI plus Nef, Z-Lyte FRET kinase assay; P08631; 220,000 compounds, 0.68% hits; inhibition, % at 20 µM;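 active means Hck-Nef kinase inhibition above about 50%, limit read from the data; inactive means inhibition below that limit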;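 further: 0% = DMSO with Hck plus Nef and 100% = Hck alone without Nef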
Target sequence (P08631 whole entry, looked up): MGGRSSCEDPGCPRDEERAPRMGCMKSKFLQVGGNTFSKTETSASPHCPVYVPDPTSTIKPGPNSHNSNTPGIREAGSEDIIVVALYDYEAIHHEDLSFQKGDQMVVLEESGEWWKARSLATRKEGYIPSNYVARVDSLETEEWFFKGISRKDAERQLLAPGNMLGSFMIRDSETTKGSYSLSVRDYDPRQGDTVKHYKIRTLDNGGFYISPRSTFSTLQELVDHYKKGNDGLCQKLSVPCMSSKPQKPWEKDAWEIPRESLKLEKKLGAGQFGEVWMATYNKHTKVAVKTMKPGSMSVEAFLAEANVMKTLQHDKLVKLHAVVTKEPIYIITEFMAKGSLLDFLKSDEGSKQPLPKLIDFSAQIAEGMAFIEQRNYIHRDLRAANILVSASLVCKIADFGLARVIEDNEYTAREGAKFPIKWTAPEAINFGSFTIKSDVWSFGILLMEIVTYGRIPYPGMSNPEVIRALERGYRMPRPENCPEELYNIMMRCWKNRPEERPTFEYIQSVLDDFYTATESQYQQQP
RBBP9 inhibitor: inhibitors of human serine hydrolase RBBP9 | inhibition, % at 7.94 µM | O75884 | AID 1515 | recombinant RBBP9, FP-Rh probe fluorescence polarization | 220,000 compounds, 0.2% hits;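 active means inhibition above the campaign mean of all tested compounds plus 3 SD, cut at about 14% in these data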;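 further: plate controls were DMSO wells with RBBP9 for no effect and wells lacking RBBP9 protein for full effect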
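Measured by – fluorescence polarization · Test system – RBBP9 protein · Input – 2.5 µM RBBP9 dispensing solution, before mixing · Measure – percent inhibition from mP, scaled between DMSO and no-protein wells · Benchmarks – DMSO-treated enzyme wells and wells lacking RBBP9 · Times – preincubation 30 min plus labeling 45 min at 25 °C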
p97 inhibitor: human p97 ATPase inhibition. recombinant p97 ATPase, Kinase-Glo ATP luminescence, 3 h. P55072. AID 1481. inhibition, % at 8 µM. 220,000 compounds, 0.42% hits; in the data active means inhibition above about 15%;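 further: 0% = DMSO vehicle and 100% = wells lacking enzyme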
Runt-SMMHC FRET: blocks binding of human RUNX1 Runt domain to CBFb-SMMHC. Q01196+Q13951. Cerulean-Runt/Venus-CBFb-SMMHC FRET ratio 530/480, 1 h. inhibition, % at 20 µM. 220,000 compounds, 0.74% hits;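 active means mean inhibition across duplicate retests at 20 µM reaching about 50%, limit read from the data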;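 further: 0% = DMSO wells and 100% = wells with excess untagged CBFb-SMMHC; inhibitors lower the FRET ratio by blocking Runt binding to CBFb-SMMHC; some results filed as inactive read as strong as hits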
Mdm2 ligase inh: Mdm2 E3 ligase (human) inhibition. cell-based MDM2 ubiquitination luciferase reporter, 2 h; 0 = plate control, 100 = twice control, blank-subtracted. 210,000 compounds, 0.11% hits. signal enhancement, % at 5 µM. AID 1230;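 active means signal enhancement of 30% or more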;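 further: luminescence tracks abundance of the self-degrading MDM2-luciferase fusion protein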
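Test system: mammalian cells stably expressing self-ubiquitinating, self-degrading MDM2 E3–luciferase fusion; Amount: 2000 cells in each well; Medium: DMEM; Schedule: 4 h settle plus 2 h compound, 37 °C; Technique: SteadyLite luciferase luminescence after 15 min room-temperature reagent incubation; Benchmarks: plate control and blank wells.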
NPY1 pot ag: human NPY-Y1 potentiation or agonism, primary screen; P25929; NPY-Y1 expressing cells, potentiator/agonist activation; activation, % at 3.6 µM; 220,000 compounds, 0.37% hits; in the data active means activation above about 33%, passing the limit was not always enough;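 further: cells stimulated with NPY at EC10 then isoproterenol at EC100; 0% = low agonist plus stimulus and 100% = saturating agonist plus stimulus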
Target sequence (P25929 whole entry, looked up): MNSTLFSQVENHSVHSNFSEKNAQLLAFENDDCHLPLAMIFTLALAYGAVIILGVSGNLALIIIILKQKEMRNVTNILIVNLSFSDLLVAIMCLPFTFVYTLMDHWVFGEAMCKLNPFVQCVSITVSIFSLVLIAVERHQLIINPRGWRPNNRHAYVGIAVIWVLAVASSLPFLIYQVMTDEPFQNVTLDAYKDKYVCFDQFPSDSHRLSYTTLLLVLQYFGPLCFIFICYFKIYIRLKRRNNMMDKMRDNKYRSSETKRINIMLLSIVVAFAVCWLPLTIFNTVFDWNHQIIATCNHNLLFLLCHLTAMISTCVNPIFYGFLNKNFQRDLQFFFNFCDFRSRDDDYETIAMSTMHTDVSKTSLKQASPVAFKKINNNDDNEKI
Runt-CBFb FRET: Runt domain-CBFb interaction inhibition. inhibition, % at 20 µM. Cerulean-Runt/Venus-CBFb FRET ratio 530/480, 1 h. 220,000 compounds, 0.46% hits. AID 1496. Q01196+Q13951;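 active means inhibition over about 50% at 20 µM in the single-dose screen, limit read from the data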;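 further: 0% = DMSO wells and 100% = excess unlabeled CBFb competitor control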
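Buffer or medium: Tris pH 7.5 buffer with BSA. Assay system: Cerulean-labeled Runt domain protein. Amount: each fluorescent fusion protein 100 nM. Read-out basis: loss of energy transfer signal. Incubation: 1 h compound exposure, room temperature. Probe or stimulus: Venus-CBFb binding partner, 100 nM. Detection: FRET, excitation 422 nm, emission at 530 and 480 nm.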
NPY Y1 blocker: blocks the human neuropeptide Y Y1 receptor; P25929; inhibition, % at 3.6 µM; HEK293-CNG Y1 cells, membrane potential fluorescence; NPY at EC95, then isoproterenol; 200,000 compounds, 1% hits; AID 1040;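 active means inhibition above the campaign mean inhibition of all tested compounds plus 3 SD, cut at about 20% in these data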;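 further: 0% = DMSO wells given NPY plus isoproterenol and 100% = isoproterenol alone without NPY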
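Benchmarks – high control isoproterenol alone, low control NPY with isoproterenol · Material – HEK293 Y1/CNG channel cell line · Times – dye 3 h, compound 60 min room temperature, stimulation 45 min · Probe or stimulus – NPY (25 nM), isoproterenol (1 µM), Ro 20-1724 (25 µM) · Evaluation – % inhibition of NPY effect · Signal – fluorescence, membrane potential probe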
* = called active by the depositor; . = no result given.

SMILES	NPY2 pot ag	Hck-Nef inh	RBBP9 inhibitor	p97 inhibitor	Runt-SMMHC FRET	Mdm2 ligase inh	NPY1 pot ag	Runt-CBFb FRET	NPY Y1 blocker
CN(C)n1cccc1/C=C(\C#N)S(=O)(=O)c1cccc(Cl)c1	19	5	-5	5	-2	-11	11	-2	.
CCOC(=O)CSc1nc2sccc2c(=O)[nH]1	-2	-3	-6	1	0	-11	19	2	3
CC(C)C1C(c2ccccc2)N(C)C(c2ccccc2)CC1(O)c1ccccc1 (configuration not stated)	-1	1	-11	-1	4	-2	-3	2	2
CSc1ncccc1C(=O)OCC(=O)Nc1ccc2c(c1)OCO2	-14	14	-6	0	-6	-4	-13	-1	12
CC(=O)c1ccc(N2CCN(C(=O)Nc3ccc(Cl)cc3)CC2)cc1	10	8	0	2	-7	-11	15	1	-2
CCOc1ccc(C2OC(=O)Cc3cc(OC)c(OC)cc32)cc1 (configuration not stated)	-3	1	-2	2	7	6	16	3	1
CN(C)C(=O)CSc1nnc(CCCCCNC(=O)OC(C)(C)C)o1	-3	1	2	2	3	3	8	-1	6
C/C(=C\C(=S)Nc1ccccc1)Nc1ccccc1	6	9	-4	3	2	3	-5	0	3
CN1CCCN(C(=O)CNC(=O)Cc2ccccc2)CC1	8	-32	-2	1	-8	-12	17	0	-2
COc1ccc(Cl)cc1NC(=S)NCCc1ccc(S(N)(=O)=O)cc1	18	4	-4	4	-2	-14	13	-1	-7
Cc1noc(C)c1S(=O)(=O)NCC(=O)O	-17	4	6	5	6	-15	9	0	3
COc1ccccc1/C=C/C=C1\Oc2c(ccc(O)c2CN2CCN(CCO)CC2)C1=O	-8	-4	4	5	-170	-2	-2	-362	-6
Cc1c(N2C(=O)CSC2c2ccc(F)cc2)c(=O)n(-c2ccccc2)n1C (configuration not stated)	15	20	-9	3	2	-26	9	0	.
O=C(NCCCN1CCCC1=O)c1ccc(CNS(=O)(=O)c2ccc(F)cc2)cc1	-19	-1	-2	-3	2	-12	6	-1	0
CCO[C@@H]1OC(C(=O)NC2CC2)=C[C@H](c2ccc3c(c2)OCO3)[C@H]1CCCO	-3	1	1	5	0	.	1	-2	-6
N#CC1(c2ccc(NC(=O)c3ccccc3)cc2)CCCC1	-2	1	-7	2	-7	-56	2	-2	4
COc1ccc(OC)c(/C=N/NC(=O)Cc2nc3ccccc3[nH]2)c1	-10	2	-41	4	5	2	-9	2	3
COc1ccc([N+](=O)[O-])c(S(=O)(=O)c2ccccc2)n1	18	17	4	15*	18	-10	-5	27	.
Cc1ncsc1CCSc1nc2ccccc2c(=O)n1C	-25	11	2	-3	2	-7	-14	0	14
COc1cc2c(-c3ccccc3O)nc3c(c(C)nn3-c3ccccc3)c2cc1OC	6	1	-9	-1	-6	-18	-10	0	2
CCC/C=C(\CCC)C(NS(=O)(=O)c1cccc2cccnc12)c1ccc(C(=O)OC)cc1 (configuration not stated)	6	-1	-10	-4	1	.	-34	-6	-1
O=C(O)c1cccc(N/N=C/c2cc(Br)cc(Br)c2O)c1	5	4	1	10	36	-8	5	15	-3
CC(=O)c1ccc(NC(=O)CSc2nccn2CCc2ccccc2)cc1	4	-1	5	-4	-2	-15	23	-2	-4
CCCCCCN1Cc2ccccc2C1	-21	-1	-9	-4	-4	-30	4	-1	4
CCn1ccnc1CN(C)Cc1nc(-c2ccc(C(=O)OC)cc2)no1	-2	9	-4	-5	0	-24	14	0	.
CC(C)OC(=O)/C(=C\c1ccccc1)NC(=O)c1ccccc1	-4	17	4	1	3	-8	-12	-1	-2
CC1CCCN(c2nc3c(c(=O)[nH]c(=O)n3C)n2CCCc2ccccc2)C1 (configuration not stated)	6	3	-9	3	0	-7	1	-3	-5
O=C(N/N=C/c1cccc([N+](=O)[O-])c1)c1ccncc1	-9	13	-9	-6	2	-1	4	-2	.
CC(=O)NN1C(=O)c2ccccc2NC1c1ccc([N+](=O)[O-])o1 (configuration not stated)	2	6	-4	3	17	0	-4	.	10
CCOC(=O)C1C(=O)CC(C)(O)C(C(=O)OCC)C1c1ccc(OC)cc1 (configuration not stated)	6	0	10	-6	102	-18	14	1	-1
CCn1c(SCC(=O)NCCc2ccc(OC)c(OC)c2)nc2c1c(=O)n(C)c(=O)n2C	11	2	-1	4	1	-11	-3	0	3
COc1cc(C)c(S(=O)(=O)N2CCCC2)cc1C	9	-18	5	3	2	-10	1	2	6
CCC(=O)Nc1cccc(NC(=O)CSc2nnnn2C)c1	-15	-1	0	1	3	5	3	1	-1
CCc1ccc(N2CC(C)Cn3c2nc2c3c(=O)n(CCN3CCOCC3)c(=O)n2C)cc1 (configuration not stated)	17	0	0	3	-3	-8	7	-9	-4
O=C(O)c1cccc(NC(=O)c2cn(-c3ccccc3)nc2-c2ccncc2)c1	13	23	-3	2	-5	-5	6	1	4
COc1ccc([N+](=O)[O-])cc1NC(=O)Cc1ccc(Cl)cc1	3	1	2	2	-1	-9	0	0	3
O=C(NCCCNC(=O)c1cccs1)c1cccs1	9	-1	8	4	-1	-9	-3	0	-8
Cc1cccn2c(CN[C@H]3CCCCNC3=O)c(C(=O)N3CCOCC3)nc12	11	-10	-3	-3	1	-11	18	-1	-3
CC(=O)Nc1ccc(S(=O)(=O)N2CCN(S(=O)(=O)N3CCCCCC3)CC2)cc1	-4	-10	0	-5	-1	-22	-5	1	-1
COc1cc(CO)ccc1OCc1nnnn1-c1ccc(C)cc1	1	23	-4	-3	4	-15	-8	0	2
COc1ccc(-c2nnc3n2N=C(C)CS3)cc1	4	0	-6	-6	-2	-19	7	1	2
O=C(CSc1nc2c(c(=O)[nH]1)CCCC2)Nc1ccc(Cl)cc1F	4	0	2	3	-5	-13	-6	-2	-3
CCN(CC)c1ccc(/C=C2/C(=O)ON=C2C)cc1	5	0	-9	-3	-38	-16	-1	-25	-7
O=c1[nH]c(-c2ccccc2)cs1	4	4	0	4	-2	-5	7	1	4
COCCN(C(=O)Nc1ccccc1)c1ccccc1C	16	1	-1	4	-4	2	-15	-3	5
O=C(NCc1cccs1)c1noc2c1CCCC2	15	-14	-1	6	0	21	21	-1	-3
CCN(CC)c1ccc(S(=O)(=O)N2CCOCC2)cc1NC(=O)CSc1n[nH]c(N)n1	-3	7	-4	-3	6	-6	-6	4	.
O=C(Nc1c(C(=O)N2CCCCC2)cnn1-c1ccccc1)c1ccco1	7	0	-3	1	2	-13	6	2	-1
O=C(c1cccn2c(=O)c3cc(Br)ccc3nc12)N1CCN(c2ccccn2)CC1	-4	1	-3	3	-13	4	-13	1	1
O=C1CN(C(=S)NC(=O)c2ccc(-c3ccccc3)cc2)CCN1	-4	-12	-15	-6	11	8	3	0	5
Cc1ccc(N(C)C(=O)N2CCN(S(=O)(=O)c3ccc(C)cc3)CC2)cc1	-8	1	-6	-10	4	-11	-1	1	3
CC1(C)C=C(c2ccc(C=O)s2)CC(C)(C)N1C=O	12	6	-3	4	1	1	4	-2	10
Cc1cc(C)c(S(=O)(=O)N2CCOCC2)cc1C	-1	-16	-1	0	-3	-14	-20	1	4
Cc1ccc(S(=O)(=O)N(c2ccc(Br)cc2)C2C=CS(=O)(=O)C2)cc1 (configuration not stated)	-3	-9	0	-7	-4	-9	-2	0	3
CCN(CC)c1nc2c3c(nc4c(c3c1C#N)CC(=O)N4c1ccc(Cl)cc1)NC(C)=N2	2	6	3	7	-5	-2	-15	-2	0
O=C(NC1CCCC1)C(c1cccnc1)N(CCc1ccccc1)C(=O)c1ccco1 (configuration not stated)	-4	18	7	1	0	1	0	0	1

Later entries.
SMILES	NPY2 pot ag	Hck-Nef inh	RBBP9 inhibitor	p97 inhibitor	Runt-SMMHC FRET	Mdm2 ligase inh	NPY1 pot ag	Runt-CBFb FRET	NPY Y1 blocker
COc1ccc(/C=N/NC(=S)Nc2c(C)n(C)n(-c3ccccc3)c2=O)cc1OC	12	7	-8	12	-2	2	14	1	.
N/C(=N\OC(=O)c1ccc(F)cc1)c1ccc(Br)cc1	-33	-15	-18	0	-2	-5	-14	0	-2
N=c1ccn(CC(=O)c2ccc(-c3ccccc3)cc2)cc1	-3	13	-9	0	-1	-2	4	0	0
COCCNC(=O)COc1ncnc2scc(-c3ccc(F)cc3)c12	-11	23	-14	-3	2	-16	-23	0	-2
